GLP1R ag: qHTS of GLP-1 Receptor Agonists. Glucagon-like peptide 1 receptor (Homo sapiens), P43220. HEK293 GLP-1R CRE-luciferase, luminescence, 4-6 h; cells express a hypersensitive GLP-1R form. Potency, µM (titrated, usually from 45.6 µM), without a hit: top-dose activation, most hits filed as activators. 0.007% of 380,000 active; note: potency is the fitted concentration of half-maximal effect; % of control where 0% means no effect
Target sequence (P43220 whole entry, looked up): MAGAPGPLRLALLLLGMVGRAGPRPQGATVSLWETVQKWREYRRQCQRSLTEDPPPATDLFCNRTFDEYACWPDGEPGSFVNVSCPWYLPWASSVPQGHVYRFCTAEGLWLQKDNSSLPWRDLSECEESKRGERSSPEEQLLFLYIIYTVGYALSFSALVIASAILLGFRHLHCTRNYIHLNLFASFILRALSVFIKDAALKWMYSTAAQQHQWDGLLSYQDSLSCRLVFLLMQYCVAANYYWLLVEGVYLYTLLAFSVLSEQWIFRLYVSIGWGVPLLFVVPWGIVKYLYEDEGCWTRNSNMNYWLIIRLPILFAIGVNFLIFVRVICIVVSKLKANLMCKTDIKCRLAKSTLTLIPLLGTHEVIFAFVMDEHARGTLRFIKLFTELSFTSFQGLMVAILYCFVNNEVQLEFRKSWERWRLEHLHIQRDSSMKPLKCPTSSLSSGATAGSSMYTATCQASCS
IL-1B inflam inh: qHTS for Inhibitors of Inflammasome Signaling: IL-1-beta AlphaLISA Primary Screen; THP-1 LPS/ATP IL-1B secretion, AlphaLISA, 16 h; hits give low values; activity change, % at 57.5 µM; 4.7% of 360,000 active; in the data active = activity change below about -50%; inconclusive = mostly about -30% to -49%; note: % is set by controls: 0 for no effect and ±100 for the full control effect
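Secreted IL-1B measured by AlphaLISA bead assay after 16 h compound exposure of THP-1 cells; compounds (final up to 57.5 uM) added 1 h before LPS (250 ng/mL) and ATP (1.25 mM) stimulation; lower signal means less secretion.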
SW480 rerep: A quantitative high throughput screen for small molecules that induce DNA re-replication in SW480 colon adenocarcinoma cells. SW480 DNA re-replication, Hoechst DNA content imaging, 48 h. Potency, µM (highest dose often 46.1 µM), inactives show at the top dose re-replication activation, actives largely listed as activators. 1.8% of 340,000 active. AID 624297, 2012; note: potency is the fitted concentration of half-maximal effect; % of control where 0% means no effect; nearly all actives have a fitted effect of over 55% in size
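First, 250 cells per well were seeded. Next, compound or vehicle (23 nL) was pinned in, plates sat 48 hr at 37 C. Finally Hoechst was added for 40 min before fluorescence scanning.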
KB-3-1 tox: qHTS assay for MDR1-selective chemotherapeutics: Primary screen using the parental adenocarcinoma cell KB-3-1. KB-3-1 viability, CellTiter-Glo ATP luminescence, 72 h. Potency, µM (doses to about 46.1 µM), for the others: at the highest dose activity change, negative = cytotoxic, hits mostly cytotoxic. 1.4% of 400,000 active; note: potency is the fitted concentration of half-maximal effect; % is set by controls: 0 for no effect and ±100 for the full control effect; nearly all actives have a fitted effect of over 60% in size
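Cytotoxicity measured as CellTiter-Glo luminescence after 72 h at 37 C. Compound titrations were pinned onto drug-naive KB-3-1 parental adenocarcinoma cells grown in DMEM with 10% FBS, and normalized data fitted to concentration-response curves.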
HT1080NT lethal: qHTS for induction of synthetic lethality in tumor cells producing 2HG: qHTS for the HT-1080-NT fibrosarcoma cell line | AID 686970, 2013 | HT-1080-NT fibrosarcoma viability, CellTiter-Glo ATP luminescence, 48 h | Potency, µM (series often up to 46.1 µM), for inactives: at the top dose activity, negative = less viability, usual class: cytotoxic | 1.6% of 360,000 active;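 note: NT is the 2HG producing partner of a matched IDH1 knockdown line; potency is the fitted concentration of half-maximal effect; 0% = DMSO-treated cells and -100% = media-only wells without cells; nearly all actives have a fitted effect of over 55% in size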
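Viability by CellTiter-Glo luminescence after 48 h compound exposure at 37C of HT-1080-NT cells (750/well, RPMI, 5% FBS). % activity scaled between DMSO wells and medium-only wells, then curve-fitted and categorized by curve class.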
KB-V1 cytotox: qHTS assay for MDR1-selective chemotherapeutics: Primary screen using the drug-selected MDR subline cells KB-V1; KB-V1 MDR cells viability, CellTiter-Glo, 72 h; Potency, µM (series often up to 46.1 µM), for the others: at the highest dose activity change, negative = cytotoxicity, actives largely listed as cytotoxic; 3.4% of 400,000 active; AID 1347076, 2019; note: potency is the fitted concentration of half-maximal effect; % is set by controls: 0 for no effect and ±100 for the full control effect; nearly all actives have a fitted effect of over 60% in size
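In this primary screen, KB-V1 cells overexpressing P-gp are incubated with library compounds (lowest to highest concentration) for 72 h at 37 degrees C before a luminescent ATP viability read.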
HT1080 IDH1KD tx: qHTS for induction of synthetic lethality in tumor cells producing 2HG: qHTS for the HT-1080-IDH1KD cell line | HT-1080 IDH1 knockdown viability, ATP luminescence, 48 h | Potency, µM (top dose mostly 46.1 µM), inactives show at the top dose activity, negative = toxicity, actives largely listed as cytotoxic | 2% of 360,000 active;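 note: potency is the fitted concentration of half-maximal effect; 0% = DMSO wells and -100% = cell-free medium wells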
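CellTiter-Glo luminescence after 48 h compound exposure at 37 degrees C of IDH1-knockdown HT-1080 cells in 5% FBS RPMI. %Activity scaled between DMSO wells and cell-free media wells, with curves fitted and assigned curve classes.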
DRD3 antagonist: qHTS of D3 Dopamine Receptor Antagonist: qHTS; max response, negative = inhibition, %; D3R cells, DiscoveRx beta-arrestin luminescence, antagonist mode; hits give low values; 2.5% of 360,000 active; D(3) dopamine receptor (Homo sapiens), P35462; in the data active = max response below about -50%; inconclusive = no clear call, values can overlap the other calls; note: % is set by controls: 0 for no effect and ±100 for the full control effect; mostly tested at two doses, the higher about 12 µM
Target sequence (P35462 whole entry, looked up): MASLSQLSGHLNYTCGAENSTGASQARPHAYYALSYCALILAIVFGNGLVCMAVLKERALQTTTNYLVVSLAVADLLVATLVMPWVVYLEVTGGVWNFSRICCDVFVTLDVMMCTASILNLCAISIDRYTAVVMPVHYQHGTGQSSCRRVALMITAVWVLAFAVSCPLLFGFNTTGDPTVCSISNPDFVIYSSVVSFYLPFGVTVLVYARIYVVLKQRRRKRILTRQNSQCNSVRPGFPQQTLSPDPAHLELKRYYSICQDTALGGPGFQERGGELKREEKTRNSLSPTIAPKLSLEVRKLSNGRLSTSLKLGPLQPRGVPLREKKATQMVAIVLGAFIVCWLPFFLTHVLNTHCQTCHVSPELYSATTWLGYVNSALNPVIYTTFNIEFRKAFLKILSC
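Cells expressing the human receptor were seeded at 1500 cells/well, incubated overnight at 37 degrees C in 5% CO2, then exposed to library compounds with dopamine controls for 90 minutes at 37 degrees C before luminescent detection.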
DRD3 agonist: qHTS of D3 Dopamine Receptor Agonist: qHTS; D(3) dopamine receptor (Homo sapiens), P35462; D3R DiscoveRx beta-arrestin cells, luminescence, 90 min; max activation, %; 0.58% of 410,000 active; AID 652048, 2013; in the data active = max activation above about 30%; note: 0% is about no effect; mostly tested at two doses, the higher about 12 µM
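Cells at 1500/well, incubated overnight, then treated with pinned compounds (dopamine as control) for 90 min at 37 degrees C. DiscoveRx reagent added for 30 - 60 minutes at room temperature; luminescence read.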
The depositor's hits bear a star; u = inconclusive; x = no result given; & = joins results of further samples; [ ] = dose if it differs, or a comment. Unless noted, calls come from the whole dose curve; as a rule, active = well fitted curve in the direction sought with a large enough effect; inconclusive = small, poorly fitted or top-dose-only effect, or another doubt; inactive = no such curve, though single readings can be large; an effect the other way counts as inactive or inconclusive.

1: COc1ccc(S(=O)(=O)N2CCCCCC2)cc1C(=O)N(C)CC(=O)Nc1c(Cl)cccc1Cl
2: Nc1nc(N2CCOCC2)cc(=O)[nH]1
3: CC(C)c1ccc(NC(=O)C2=NNC(=O)CC2)cc1
4: COc1ccc(CN(C)S(=O)(=O)c2nnc(NC(=O)c3ccccc3OC)s2)cc1OC
5: O=C1CN(C(=O)COC(=O)c2ccc([N+](=O)[O-])s2)c2ccccc2N1
6: O=C(CNc1cccc(S(=O)(=O)N2CCOCC2)c1)N1CCc2ccccc21
7: CCOC(=O)CCC(=O)Nc1cccc([N+](=O)[O-])c1
8: O=C(Nc1nc(-c2ccccc2)c(-c2ccccc2)s1)c1ccc(S(=O)(=O)N2CCCC2)cc1
9: Cc1cc(NC(=O)c2ccc(Cn3cc([N+](=O)[O-])cn3)o2)no1
10: Cc1c(/C(O)=C2/C(=O)C(=O)N(CCN3CCOCC3)C2c2cccs2)cnn1-c1ccccc1 (configuration not stated)
assay / compound | 1 | 2 | 3 | 4 | 5 | 6 | 7 | 8 | 9 | 10
GLP1R ag | -3% | -12% | -5% | 5% | -1% | 2% | -1% | 0% | -2% | -10%
IL-1B inflam inh | -9 | -4 | -4 | 9 | 27 | 11 | -10 | 0 | 0 | 16
SW480 rerep | -1% | -4% | 0%[9.22 µM] | -2% | u | u | -3% | -3% | -9% | 0%
KB-3-1 tox | 24% | -5% | -4% | 0% | u | -6% | 2% | u | 18% | 18%
HT1080NT lethal | 2% | 10% | -2% | -7% | -9% | 4% | 9% | 7% | 0% | 16%
KB-V1 cytotox | u | 0% | 4% | 11% | 15% | 7% | 21% | 4.1µM* | 3% | u
HT1080 IDH1KD tx | -1% | 7% | 11% | -7% | -23% | 7% | 3% | 7% | -4% | 18%
DRD3 antagonist | 8 | -15 | 4 | 23 | -23 | 16 | 38 | 6 | 2 | 1
DRD3 agonist | 5 | -1 | 7 | 2 | 3 | 3 | 2 | 2 | 5 | 4

11: Cc1ccc(S(=O)(=O)N(C)c2ccc(C(=O)NCC(c3cccs3)N3CCOCC3)cc2)cc1 (configuration not stated)
12: COc1cccc(C(NC(C)=O)c2nc(-c3ccc4ccccc4c3)cs2)c1 (configuration not stated)
13: CCOc1ccc(C(=O)NC2C(=O)N3C(C(=O)O)=C(COC(C)=O)CSC23)cc1OCC (configuration not stated)
14: CCN(CC)S(=O)(=O)c1ccc(N/N=C/c2ccc(O)cc2O)nc1
15: Cc1nonc1CN(C)C(=O)CC1C(=O)NCCN1Cc1ccccc1F (configuration not stated)
16: COc1ccc(C(CNC(=O)C2CC2)N(C)C)cc1 (configuration not stated)
17: O=C(NC(=S)NNC(=O)c1ccc(Cl)cc1Cl)c1cccnc1
18: COc1ccc(CN2C[C@@H](CO)O[C@@H](n3cnc4c(N5CCN(c6ccccc6)CC5)ncnc43)C2)cc1
19: COc1ccc(C(=O)Oc2cc(/C=N/NS(=O)(=O)c3ccccc3)ccc2OC)cc1
20: CCOC(=O)c1ccc(-c2ccc(/C=N/NC(=O)c3cncc(Br)c3)o2)cc1
assay / compound | 11 | 12 | 13 | 14 | 15 | 16 | 17 | 18 | 19 | 20
GLP1R ag | -10% | 8% | -3% | 6% | -12% | 0% | 1% | 10% | -16% | 10%
IL-1B inflam inh | -6 | -6 | 7 | 82 | -3 | -25 | 55 | -20 | -12 | 11
SW480 rerep | 4% | x | -9% | u | -3% | -3% | -1% | x | -2% | -7%
KB-3-1 tox | -11% | u | 3% | 0% | 2% | -2% | -21% | -2% | 10% | -5%
HT1080NT lethal | -4% | u | -2% | u | 19% | 24% | 0% | u | -3% | 13%
KB-V1 cytotox | -9% | -13% | -3% | u | 0% | -5% | -24% | -4% | 6% | -8%
HT1080 IDH1KD tx | -11% | u | -6% | u | 16% | 19% | -28% | 18µM* | 8% | 13%
DRD3 antagonist | u | -22 | -12 | -12 | 4 | -16 | -19 | -13 | 0 | 4
DRD3 agonist | -23 | -3 | -17 | -3 | 11 | -3 | 4 | 3 | 1 | 18

Two of the compounds above, with tabs.
no.	SMILES	GLP1R ag	IL-1B inflam inh	SW480 rerep	KB-3-1 tox	HT1080NT lethal	KB-V1 cytotox	HT1080 IDH1KD tx	DRD3 antagonist	DRD3 agonist
17	O=C(NC(=S)NNC(=O)c1ccc(Cl)cc1Cl)c1cccnc1	1%	55	-1%	-21%	0%	-24%	-28%	-19	4
18	COc1ccc(CN2C[C@@H](CO)O[C@@H](n3cnc4c(N5CCN(c6ccccc6)CC5)ncnc43)C2)cc1	10%	-20	x	-2%	u	-4%	18µM*	-13	3

(more compounds)
21: Clc1cccc(Cl)c1Cn1cnc(=NCc2ccco2)c2[nH]cnc21
22: Cc1ccc(C)c(NC(=O)CN2C(=O)c3cccc4cccc2c34)c1
23: COc1ccc(-n2ncc3c2CC(C)(C)CC3NC(=O)c2ccoc2C)cc1 (configuration not stated)
24: O=C1CNC(=O)N1
25: Nn1c(SCC(=O)Nc2ccc(Oc3ccccc3)cc2)nnc1C1CC1
26: CC1Cc2cc(-c3csc(NC(=O)Cc4cccs4)n3)ccc2N1S(C)(=O)=O (configuration not stated)
27: COc1ccc(S(=O)(=O)N2CCCCCC2)cc1C(=O)N(C)Cc1ccc(C)cc1
28: COc1ccc([N+](=O)[O-])cc1NC(=O)CSCc1ccccc1C
29: O=C(CSc1nc(-c2ccc(F)cc2)nc2c1Cc1ccccc1O2)Nc1cccc(C(=O)O)c1
30: O=C(CCc1nnc2n(Cc3ccc(F)cc3)c(=O)c3ccccc3n12)NCCN1CCOCC1
assay / compound | 21 | 22 | 23 | 24 | 25 | 26 | 27 | 28 | 29 | 30
GLP1R ag | 17% | 0% | 3% | -3% | -1% | -3% | 1% | 1% | 0% | 3%
IL-1B inflam inh | u | x | 0 | 6 | 18 | -22 | u | 0 | 37 | -14
SW480 rerep | 9% | x | 2% | -2% | -7% | 2% | -2% | x | 4% | 14%
KB-3-1 tox | 23% | 8% | -3% | 0% | 3% | 3.3µM* | 16% | 1% | 8% | 0%
HT1080NT lethal | -6% | x | 3% | 15% | 3% | -11% | -1% | 2% | -27% | -3%
KB-V1 cytotox | 8.2µM* | -8% | u | 14% | u | 2.6µM* | -28% | u | 2% | -18%
HT1080 IDH1KD tx | u | x | 2% | 12% | 4% | u | -13% | 3% | -14% | -3%
DRD3 antagonist | -6 | x | 3 | 2 | 9 | 42 | 14 | 0 | 28 | -12
DRD3 agonist | -6 | 0 | -3 | 19 | -2 | 5 | 2 | -5 | -3&1 | -7

The last two compounds of the section before open the next one:
29: O=C(CSc1nc(-c2ccc(F)cc2)nc2c1Cc1ccccc1O2)Nc1cccc(C(=O)O)c1
30: O=C(CCc1nnc2n(Cc3ccc(F)cc3)c(=O)c3ccccc3n12)NCCN1CCOCC1
31: COc1ccc(CCN2CCCn3c2nc2c3c(=O)n(C)c(=O)n2C)cc1OC
32: CCc1nnc(NC(=O)c2cccc(OC)c2)s1
33: CCN(CC)CCNC(=O)Cn1c(-c2ccccn2)nc2ccccc21
34: Cc1cccc(C)c1N(CC(=O)NCc1ccccc1)C(=O)c1csnn1
35: CN(CCc1ccccn1)C(=O)CN(C)S(=O)(=O)c1ccc2c(c1)c(=O)n(C)c(=O)n2C
36: COc1cc(C(=O)NCC(=O)NC(C)c2ccc(-n3ccnc3)cc2)cc(OC)c1OC (configuration not stated)
37: CCOC(=O)c1cnc(NCc2ccccc2)nc1C
38: CNCc1nc2ccccc2[nH]1
39: Cc1ccc(N(C)C(=O)c2cc(S(=O)(=O)N3CCc4ccccc43)cn2C)cc1
40: CC(=O)N1CCN(c2ccc(NC(=O)c3ccccc3Br)cc2Cl)CC1
41: COc1ccc2nc(SC(C)C(=O)NC3CCCCC3)[nH]c2c1 (configuration not stated)
42: O=C1c2ccc(-c3ccc(F)cc3OCc3ccccc3)cc2S(=O)(=O)c2cccc(C(=O)N3CCN(c4ncc(Cl)cc4Cl)CC3)c21
assay / compound | 29 | 30 | 31 | 32 | 33 | 34 | 35 | 36 | 37 | 38 | 39 | 40 | 41 | 42
GLP1R ag | 0% | 3% | 10% | -10% | -3% | 4% | 2% | 1% | 21% | 0% | 14% | 6% | 11% | 18%
IL-1B inflam inh | 37 | -14 | 44 | -7 | 2 | -20 | -3 | -7 | 6 | 18 | -8 | 0 | 14 | 0
SW480 rerep | 4% | 14% | -6% | -7% | -4% | -7% | 2% | -75%[inhibitor] | -18% | -3% | 18% | 0% | -290%[inhibitor] | -6%
KB-3-1 tox | 8% | 0% | -4% | 10% | -11% | 18% | 3% | -2% | u | -18% | u | -14% | 5% | 3%
HT1080NT lethal | -27% | -3% | -1% | 11% | 11% | -1% | 4% | -5% | 9% | 1% | -6% | -9% | -3% | -1%
KB-V1 cytotox | 2% | -18% | -9% | -30% | 0% | 12% | 17% | 14% | 0% | 1% | -10% | 6% | -3% | 18%
HT1080 IDH1KD tx | -14% | -3% | -10% | 7%[9.24 µM] | -1% | 9% | 0% | -13% | 10% | 0% | -1% | 0% | -2% | 0%
DRD3 antagonist | 28 | -12 | 5 | u | 13 | 13 | u | -21 | -12 | 7 | 4 | 22 | 12 | 1
DRD3 agonist | -3&1 | -7 | -8 | -7 | -24 | 5 | 0 | -18 | -2 | 3 | -1 | 1 | 0 | -12

From PubChem BioAssay
